PGC1a acetyl inh: inhibitors of PGC1a acetylation signal, primary screen, cell-based, U2OS, AlphaScreen, inhibitor mode. AlphaScreen anti-acetyl-lysine; with virally co-expressed GCN5 acetyltransferase. 350,000 tested, 0.17% active. inhibition, % at 15.6 µM;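 active means every replicate shows inhibition of at least 40%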;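 further: 0% = neutral control wells and 100% = positive control wells; some results beyond the cut were filed as inactive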
Cneo AK release: Cryptococcus neoformans cell lysis inducers, primary screen, AK release luminescence, single concentration | AID 651654, 2012 | lysis activity, % at 15 µM | 360,000 tested, 0.2% active | C. neoformans lysis, adenylate kinase release luminescence, 4 h; normalised: neutral wells 0, clomiphene wells 100;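 active means mean lysis activity across replicates of at least 80%, whatever share of replicates individually reach that level; inactive means mean lysis activity below 80%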
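Material – Cryptococcus neoformans yeast cells · Quantity – 5 × 10^6 yeast cells/mL · Buffer or medium – YPD medium · Compound – single dose · Timing – 4 h static compound exposure, 37 °C, read 1 h post-reagent · Signal – adenylate kinase release luminescence · Read-out basis – lysis from increased AK signal · Benchmarks – Clomiphene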
Statin myotox sup: suppressors of statin myotoxicity in C2C12 myotubes, primary screen, cell-based, single point, plate reader; 330,000 tested, 0.78% active; AID 602340, 2012; C2C12 myotubes + simvastatin, ATP luminescence, 48 h; scaled: DMSO 0, geranylgeraniol control 100; rescue of ATP level, % at 7.49 µM;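 active means mean ATP rescue above about 67%, or every replicate alone reaching that limit, limit read from the data, passing the limit was not always enough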;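 further: myotubes were challenged with 10 µM simvastatin during compound exposure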
INS-1E GSIS act: GLuc luminescence reporter in INS-1E cells, primary screen for activators of glucose-dependent secretion of insulin. INS-1E GLuc reporter insulin secretion, 2-3 h. activation, % at 16.6 µM. 370,000 tested, 0.61% active. AID 743287, 2014;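 active means lowest replicate activation of at least 40%, so every replicate reaches that level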;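 further: 0% = median of neutral control wells and 100% = median of IBMX positive control wells; some compounds called inactive have numbers as strong as hits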
miR-122 sensor: miR-122 Renilla sensor signal increase in Huh7, primary screen, miR-122 inhibitor project, cell-based, single point, plate reader; activation (reporter increase), % at 12.5 µM; 340,000 tested, 0.3% active; Huh7 miR-122 Renilla luciferase sensor, 48 h; neutral wells = 0, positive control = 100; AID 602342, 2012;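 active means mean replicate activation score at least 90 and every replicate individually at or above 90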;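 further: higher luciferase means less miR-122 activity so hits act as miR-122 inhibitors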
PglD inh: C. jejuni PglD acetyltransferase inhibitors, primary screen, biochemical, DTNB colorimetric, single point; 360,000 tested, 0.098% active; AID 602405, 2012; UDP-N-acetylbacillosamine N-acetyltransferase PglD (Campylobacter jejuni); inhibition, % at 12.5 µM; purified PglD enzyme, DTNB colorimetric CoA detection; in the data active means inhibition above about 16%, passing the limit was not always enough; further: strong numbers were not always called active
FN deposition inh: inhibitors of fibronectin matrix deposition, primary screen, AH1F cells, Alexa488-fibronectin fluorescence, plate reader; AH1F fibroblasts, overnight; inhibition, % at 12.6 µM; 350,000 tested, 0.086% active;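 active means mean inhibition across replicates of 30% or more, regardless of how many single replicates reach that level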;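 further: positive control wells lacked labelled fibronectin entirely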
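Material: AH1F fibroblast monolayer depositing Alexa488-labelled fibronectin into matrix | Input: 10000 AH1F cells/well | Medium: DMEM plus 2% serum, read in PBS | Reagent: Alexa488-fibronectin, 24 nM final in well | Compound dosing: One dose per compound, pinned | Schedule: 1 h adhesion, overnight exposure | Measured by: Fluorescence at 485 nm excitation, 525 nm emission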
F508del corr: F508del CFTR correction, initial screen, CFBE line, single point. 350,000 tested, 0.36% active. activity (quench increase), % at 7.58 µM. CFBE cells, YFP halide quenching; stimulated with forskolin plus potentiator P3; % fluorescence drop versus neutral controls. AID 720511, 2013;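 active means mean added fluorescence quench of at least 8% versus neutral control, with both replicates also reaching 8%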;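 further: cells transiently co-express mutant CFTR-F508del with the halide-sensitive YFP; corrector assay measuring rescue of mutant channel to the surface after 24 h compound exposure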
The depositor's hits bear a star; nt = not tested or not shown; & = joins results of further samples; [ ] = dose if it differs, or a comment. These rows are one share of the data (hit frequency here may not be typical).

SMILES | PGC1a acetyl inh | Cneo AK release | Statin myotox sup | INS-1E GSIS act | miR-122 sensor | PglD inh | FN deposition inh | F508del corr
O=C(c1cccn2c(=O)c3cc(Cl)ccc3nc12)N1CCC2(CC1)OCCO2 | 8 | 1 | 3 | 9 | -9 | 1 | 3 | nt
Clc1ccc(C(Cn2ccnc2)OCc2csc3c(Cl)cccc23)c(Cl)c1 (centres undefined) | -18 | -4 | -21 | nt | 8 | 10 | -7 | 0.3
CN1C(=O)C(c2ccccc2)C(=O)N(C)C1=O | -19 | 1 | nt | 33 | -1 | -6 | 3 | -0.7
Cc1ccc(S(=O)(=O)CC(C)(O)C(=O)Nc2cccc(C(F)(F)F)c2)cc1 (centres undefined) | -13 | 2 | -9 | nt | 0 | 3 | nt | nt
COc1ccc(/C=C/C=C2C(=O)NC(=S)NC2=O)cc1 | 11 | nt | -1 | 2 | -6 | nt | -4 | -0.3
CC1=C(C/C(C)=C/c2ccccc2)/C(=C/CO)[C@H](O)[C@](C)(O)C12CC2 | -3 | -1 | nt | 0 | 2 | 4 | -2 | -0.2
CN1CCc2nc(SCC(=O)OC(C)(C)C)c(C#N)cc2C1 | -8 | 0 | 20 | nt | -9 | 4 | 7 | nt
Cc1ccc2c(c1)C1CN(C)CCC1N2C(=O)Nc1cccc(Cl)c1 (centres undefined) | 14 | -3 | 1 | -33 | -5 | -1 | 6 | nt
COC(=O)C1=C(c2ccccc2OCc2ccccc2)C[C@@H]2CC[C@H]1N2C(=O)NCc1ccccc1 | nt | 1 | -15 | -10 | nt | -1 | 1 | 2.1
C[C@]12CC[C@@H](O)C[C@@H]1CC[C@@H]1[C@@H]2CC[C@]2(C)C(=O)CC[C@@H]12 | 6 | -6 | -1 | nt | 2 | 5 | -2 | 2.1
Cc1ccc2c(c1)CC1(CN2C)C(=O)NC(=O)N(CCc2ccccc2)C1=O (centres undefined) | 0 | 0 | -1 | nt | -3 | -5 | 2 | nt
CCCCCn1c(=O)c(C(=O)Nc2ccccc2C)c(O)c2ccccc21 | nt | -2 | -12 | 5 | nt | 4 | -2 | 2.7
C=CCNC(=S)N1Cc2ccccc2-n2nncc2C1 | 9 | 1 | -3 | 19 | -6 | 0 | 4 | -2.5
Cc1ccsc1/C=C1\C(=O)NC(=S)N(C)C1=O | -13 | 0 | 0 | 2 | 0 | -1 | -1 | -0.7
O=P(Oc1ccccc1)(Oc1ccccc1)C(O)c1ccc(Cl)cc1 (centres undefined) | -4 | -4 | 10 | -18 | 1 | 4 | 0 | 0.1
Cc1ccc(S(=O)(=O)N(c2cc(Cl)c(O)c(Cl)c2)P(=O)(OC(C)C)OC(C)C)cc1 | -2 | -2 | 8 | 1 | 1 | 11 | 4 | -1.8
Oc1ccc(CC2CC3CCN2CC3)cc1O (centres undefined) | 3 | -2 | 2 | nt | 0 | 0 | nt | nt
S=C1CN=C(c2ccccc2Cl)c2cc(Cl)ccc2N1 | -5 | 3 | 35 | -5 | -1 | 3 | nt | nt
C[C@]12CCC3C(CC[C@H]4C[C@H](O)CC[C@]34C)C1C[C@H](O)[C@@H]2O (some centres undefined) | nt | 0 | 2 | nt | -7 | 3 | -1 | 0.3
COC(=O)C1=C(c2cccc(OCc3ccccc3)c2)C[C@@H]2CC[C@H]1N2C(=O)NCc1ccccc1OC | -10 | 4 | 2 | -13 | -2 | 6 | 12 | 0.4
CC=Cc1ccc2n(c1=O)C[C@H]1[C@H](CO)[C@@H](C(=O)N(C)C)N[C@@H]21 (mixture of isomers) | -5 | 39 | 1 | 18 | -2[16.7 µM] | 2 | -4 | -2.1
CCOc1ccc(Br)c(C2(O)CC(C)N(C)CC2C)c1 (centres undefined) | -12 | 3 | 4 | nt | -4 | 5 | nt | nt
Cc1cccc(-n2c(C)nc3ccc(Cl)cc3c2=O)c1 | 10 | 1 | -2 | 4 | -4 | 2 | -11 | 2.3
Cc1ccc(OCC(=O)Nc2ccc(Cl)cc2C(=O)c2ccccc2)cc1 | 2 | nt | nt | -17 | -3 | 0 | 1 | nt
CN1C(=O)CC(c2ccccc2)Nc2ccccc21 (centres undefined) | nt | 0 | 3 | 12 | 1 | -3 | 0 | 1.2
CN1CCN(Cc2ccc(OC(F)(F)F)cc2)CC1 | 2 | 0 | nt | -1 | 6 | 0 | nt | nt
COc1ccc(NP(=O)(Oc2cccc(C)c2)Oc2cccc(C)c2)cc1OC | -16 | nt | 21 | 3 | nt | nt | 7 | -0.8
NC(=O)c1cc([N+](=O)[O-])cc([N+](=O)[O-])c1 | 17 | 1 | -4 | nt | -3 | 2 | -4 | -0.2
C=CC1CN2CCC1CC2[C@@H](OC(=O)c1ccc(OC)cc1)c1ccnc2ccccc12 (some centres undefined) | nt | 2 | nt | -2 | nt | -6 | 0 | 5.3
CCCCCCn1c(O)c(C=NCCCn2ccnc2)c(=O)[nH]c1=O | 3 | 1 | -12 | nt | -7 | 8 | nt | nt
COc1ccccc1Oc1c(C)oc2cc(OC(=O)N(C)C)ccc2c1=O | 1 | -2 | 5 | -2 | -4 | 0 | 1 | -0.4
CC/C(=N\N1CCN(C)CC1)c1c(O)[nH]c(=O)[nH]c1=O | nt | 1 | nt | 15 | -5 | 2 | -1 | nt
CC(=O)C1CCC2C3CCC4CC(O)CCC4(C)C3C(=O)CC12C (centres undefined) | 9 | nt | 9 | -1 | -5 | nt | -3 | 4.5
COC(=O)C1=C(c2ccc(C(C)=O)cc2)C[C@@H]2CC[C@H]1N2C(=O)N1CCCCC1 | -8 | 1 | 9 | nt | -3 | 0 | nt | nt
O=c1[nH]c(=O)n(-c2cccc3ccccc23)c(O)c1C=NCc1ccc2c(c1)OCO2 | nt | 5 | 12 | nt | 11 | 7 | -1 | nt
O=C(Cc1ccccn1)N1CCCCN2[C@@H](CO)[C@@H](c3ccc(Br)cc3)[C@@H]2C1 | 0 | 1 | 2 | 12 | 11[16.7 µM] | 4 | nt | 1.8
CC1C2Cn3c(nc4ccccc43)C1N(C)O2 (centres undefined) | 8 | -1 | 7 | 14 | 0 | 1 | 11 | 1.4
COc1cc(CN2CCN(C(=O)Cc3ccccc3)CC2)cc(OC)c1OC | nt | -1 | 7 | 12 | nt | -5 | 0 | -7.4
COc1ccc(-c2nc3ccc(C(=O)N4CCC5(CC4)OCCO5)cc3nc2-c2ccc(OC)cc2)cc1 | -9 | -2 | 14 | -10 | 81 | 3 | -7 | -0.4
CN(C)CCn1cnc2ccccc21 | -4 | 1 | nt | -10 | nt | 1 | -4 | -1.6
COc1ccccc1N1C(=O)NC(=O)/C(=C/c2ccc3c4c(cccc24)CC3)C1=O | -5 | -2 | nt | -7 | -1 | 8 | -1 | nt
CCC(=NCc1cccnc1)c1c(O)n(Cc2ccccc2)c(=O)[nH]c1=O | -1 | 4 | 3 | nt | -6 | 4 | 8 | nt
O=C(Cc1ccccc1)Oc1ccc([N+](=O)[O-])cc1 | 2 | 8 | -9 | -3 | 5 | 9 | 1 | 3.3
CCOP(=O)(Cc1ccc(C#N)o1)OCC | -2 | -3 | 9 | -8 | nt | -3 | 5 | 0.6
Cc1cc(OC(C)C(=O)NCC2CCC(C(=O)O)CC2)c2c3c(c(=O)oc2c1)CCC3 (centres undefined) | 9 | 0 | 2 | 6 | 1 | -1 | 2 | -2.0
CCC(c1nnnn1-c1ccc2c(c1)OCCO2)N1CCC(n2c(=O)[nH]c3ccccc32)CC1 (centres undefined) | 12 | 13 | -12 | -26 | 2 | -3 | 9 | 3.7
Nc1cncc(C(=O)O)c1 | -4&-5 | 16 | -9 | 0&1 | -3 | 3 | -8&-9 | 0.4&3.1
CC1NC(=O)NC(=O)C1Br (centres undefined) | 1 | 0 | 1 | 20 | nt | 3 | 3 | 2.8
CN1CCN(c2nc(N)c(Br)c(Cl)n2)CC1 | nt | 1 | 4 | 0 | nt | 12 | -2 | -0.5
C/C=C/c1ccc(C2[C@@H]3CN(C(=O)CN(C)C)C[C@H]2N3)cc1 (some centres undefined) | 8&6 | nt | nt | 6&9 | nt | nt | 13&-3 | 0.1&1.6

Part of the list above, limited to PGC1a acetyl inh and miR-122 sensor:
Molecule | PGC1a acetyl inh | miR-122 sensor
CCOP(=O)(Cc1ccc(C#N)o1)OCC | -2 | nt
Cc1cc(OC(C)C(=O)NCC2CCC(C(=O)O)CC2)c2c3c(c(=O)oc2c1)CCC3 (centres undefined) | 9 | 1

New compounds follow
SMILES | PGC1a acetyl inh | Cneo AK release | Statin myotox sup | INS-1E GSIS act | miR-122 sensor | PglD inh | FN deposition inh | F508del corr
NC(=O)CN1CCCC1=O | -2 | -2 | -1 | -4 | -5 | 2 | 2 | 1.7
CC(=O)c1c(O)n(C2CCCCCC2)c(=O)[nH]c1=O | 8 | 1 | nt | nt | -10 | -7 | nt | nt
CSc1nnc([C@@H](N)Cc2ccccc2)o1 | nt | 4 | -1 | nt | -11 | -2 | 7 | nt
O=C1CNC[C@H]2[C@@H](c3ccc(Br)cc3)[C@H](CO)N12 | 3 | nt | nt | 6 | nt | nt | -7 | -3.1
C[C@H](O)[C@H]1CC[C@H]2[C@@H]3CCC4=CC(=O)CC[C@]4(C)[C@H]3CC[C@]12C | 1 | -3 | 1 | 3 | -3 | 3 | -9 | 1.9
O=c1[nH]c(O)c(N=Nc2cc([N+](=O)[O-])ccc2O)c(=O)[nH]1 | -10 | nt | nt | -6 | -15 | nt | -4 | -2.4
O=C(Cc1ccncc1)N1CCCCN2[C@@H](CO)[C@H](c3ccc(-c4ccncc4)cc3)[C@@H]2C1 | 2 | 58 | nt | 1 | 19[16.7 µM] | 18* | nt | -0.8
COc1ccc2c(c1)[C@@]13CCC=C[C@H]1[C@@H](C2)NCC3 | -3 | 0 | -10 | 2 | 6 | 10 | 0 | 1.4
COC(=O)C[C@H]1CC[C@H]2NC[C@H](O)COC[C@@H]2O1 | -5 | 2 | -2 | 11 | -3[16.7 µM] | 4 | -25 | -3.6
c1ccc(CNCCc2c[nH]c3ccccc23)cc1 | 8 | 3 | 2 | 5 | 1 | 2 | -5 | -2.1
CCCCCCOc1ccc(CN2CCN(CCO)CC2)cc1 | -22 | 0 | -13 | 33 | -2 | 5 | 9 | nt
COc1ccccc1N1CCN(Cc2ccccc2Cl)CC1 | -13 | -4 | -8 | nt | -2 | 6 | -23 | nt
Cc1cccc(-n2c(O)c(C=NCCN3CCNCC3)c(=O)[nH]c2=S)c1 | -4 | 3 | 8 | 1 | 0 | -8 | 4 | -1.5
O=c1c2ccccc2nc(/C=C/c2ccc(O)cc2)n1-c1cccc(O)c1 | -6 | nt | -3 | 0 | 12 | nt | 6 | 2.0
C[C@H]1CCC[C@H](O)CCCCCc2cc(O)cc(O)c2C(=O)O1 | 25 | 0 | 4 | nt | -2 | 3 | -5&-2 | -2.9
CCC(=NC1CCN(Cc2ccccc2)CC1)c1c(O)[nH]c(=O)[nH]c1=O | 6 | -2 | 8 | nt | 1 | -8 | -7 | nt
COc1cccc(C(=O)N2C[C@H]3C[C@@H](C2)c2cccc(=O)n2C3)c1 | 5 | -2 | 4 | 4 | 1 | 1 | nt | -0.6

From PubChem
